SENP8 block-1: SENP8 protease inhibitors, primary screen, biochemical, luminescence | purified SENP8, Z-RLRGG-aminoluciferin cleavage | hit rate 1.2% among 330,000 | AID 2540, 2010 | inhibition, % at 10 µM; in the data active = inhibition above about 50%
SENP7 inh: SENP7 protease inhibitors, primary screen, biochemical, luminescence, uHTS; recombinant SENP7, Z-RLRGG-aminoluciferin luminescence, 40 min; inhibition, % at 5 µM; hit rate 1.5% among 330,000; AID 434973, 2010;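 active = inhibition above about 50% at the single test dose, limit read from the data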;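 note: plate controls were DMSO with enzyme for no effect and no enzyme buffer wells for full effect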
Target sequence (Q9BQF6 706-1050 limits assumed): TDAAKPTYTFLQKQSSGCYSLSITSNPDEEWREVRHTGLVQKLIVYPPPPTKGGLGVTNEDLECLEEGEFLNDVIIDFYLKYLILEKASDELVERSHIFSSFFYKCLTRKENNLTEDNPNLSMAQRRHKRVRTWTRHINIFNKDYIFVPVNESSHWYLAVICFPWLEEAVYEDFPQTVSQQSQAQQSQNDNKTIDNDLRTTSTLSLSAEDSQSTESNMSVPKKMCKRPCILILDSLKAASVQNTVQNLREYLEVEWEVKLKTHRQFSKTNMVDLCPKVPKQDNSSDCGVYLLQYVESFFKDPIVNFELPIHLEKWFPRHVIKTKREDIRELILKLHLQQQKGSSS
SENP6 block: SENP6 protease inhibitors, primary screen, biochemical, luminescence, uHTS | Sentrin-specific protease 6 (Homo sapiens), Q9GZR1 | Recombinant SENP6 catalytic domain, aminoluciferin luminescence | inhibition, % at 10 µM | hit rate 1.8% among 330,000;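 active = inhibition above about 50% at the single tested dose, limit read from the data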;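 note: plate controls were DMSO wells with enzyme for no effect and DMSO wells lacking enzyme for full effect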
SENP1 inh: human SENP1 catalytic domain inhibitors, primary screen, biochemical, FRET, uHTS; hit rate 0.21% among 360,000; inhibition, % at 10 µM; recombinant SENP1 catalytic domain, CyPet-SUMO1-YPet FRET cleavage; Sentrin-specific protease 1 (Homo sapiens), Q9P0U3;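 active = inhibition at least 30% at 10 µM, raw YFP signal under a set limit, fluorescence ratio 0.5 to 1.5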;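 note: 0% = enzyme with DMSO and 100% = no enzyme wells; some results filed as inactive read as strong as hits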
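Test system: hSENP1 catalytic domain, recombinant; Amount: 20 pM final SENP1 enzyme; Medium: Tris pH 8 buffer plus EDTA, NaCl, BME, BSA, NP40, catalase; Schedule: 50 min enzyme reaction, room temperature, light-protected; Technique: FRET fluorescence in CFP and YFP emission channels; Controls: no-enzyme wells low, DMSO-plus-enzyme wells high control.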
Apaf1 inhib: inhibitors of human Apaf-1 apoptosome, primary screen, biochemical, DEVD-Rh110 fluorescence, uHTS. Apoptotic protease-activating factor 1 (Homo sapiens), O14727. reconstituted apoptosome caspase-3 activity. inhibition, % at 20 µM. hit rate 0.71% among 330,000; active = inhibition of at least 40% at 20 µM;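 note: plate controls were DMSO wells for no effect and DEVD-CHO caspase inhibitor wells for full effect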
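Material: reconstituted apoptosome with Apaf-1, cytochrome c, caspase-9, procaspase-3, dATP; medium: pH 7.5 Hepes buffer with CHAPS, BSA, DTT; also added: cytochrome c and DEVD-Rh110 substrate; timing: 30 min plus 50 min, RT; signal: Rh110 fluorescence intensity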
A3G deaminase: APOBEC3G DNA deaminase inhibitors, primary screen, biochemical, fluorescence, single-stranded DNA substrate, uHTS. DNA dC->dU-editing enzyme APOBEC-3G (Homo sapiens), Q9HC16. recombinant A3G, ssDNA deamination FAM/TAMRA fluorescence. inhibition, % at 20 µM. hit rate 0.28% among 330,000. AID 493012, 2011;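 active = inhibition of at least 40% at 20 µM, with no more than 30% in the related APOBEC3A deaminase screen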;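 note: plate controls were DMSO wells with A3G for no effect and wells lacking A3G enzyme for full effect; some compounds called inactive have numbers as strong as hits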
Target sequence (Q9HC16 whole entry, looked up): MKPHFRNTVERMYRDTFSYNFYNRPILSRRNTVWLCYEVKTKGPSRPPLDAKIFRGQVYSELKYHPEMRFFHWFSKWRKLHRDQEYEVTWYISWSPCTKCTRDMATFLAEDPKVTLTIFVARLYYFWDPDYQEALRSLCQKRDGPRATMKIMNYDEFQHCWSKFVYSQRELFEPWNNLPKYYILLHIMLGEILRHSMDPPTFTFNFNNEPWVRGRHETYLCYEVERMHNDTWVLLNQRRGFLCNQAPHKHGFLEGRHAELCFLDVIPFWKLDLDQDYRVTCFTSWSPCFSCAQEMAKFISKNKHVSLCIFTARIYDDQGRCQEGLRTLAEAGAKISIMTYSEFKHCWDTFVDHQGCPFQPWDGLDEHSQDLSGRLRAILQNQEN
SENP8 block-2: human SENP8 protease inhibitors, primary screen, biochemical, fluorescence, Nedd8 protein substrate, uHTS. inhibition, % at 20 µM. recombinant SENP8. AID 602440, 2012. hit rate 0.64% among 360,000. Sentrin-specific protease 8 (Homo sapiens), Q96LD8; in the data active = inhibition mostly above about 40%, no sharp cut-off; inactive = mostly below about 27%
UBC13 polyUb: UBC13 polyubiquitin chain formation inhibitors, primary screen, biochemical, TR-FRET, uHTS; AID 485273, 2010; hit rate 0.47% among 330,000; inhibition, % at 20 µM; in the data active = inhibition above about 45%, passing the limit was not always enough; inconclusive = no clear call, values can overlap the other calls
Target sequence (P61088 whole entry, looked up): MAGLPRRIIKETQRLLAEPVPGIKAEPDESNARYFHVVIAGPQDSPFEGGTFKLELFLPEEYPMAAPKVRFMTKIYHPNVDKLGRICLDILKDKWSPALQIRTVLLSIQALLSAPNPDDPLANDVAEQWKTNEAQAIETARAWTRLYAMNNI
* hit, by the source's call; i = inactive; ? = inconclusive; . = not tested or not shown. Hits appear at their usual frequency. About 3.6% of those tested had a hit in this group.

cpd	molecule	SENP8 block-1	SENP7 inh	SENP6 block	SENP1 inh
1	CC1=C(C(=O)NC(C)C)C2(CCC(C)CC2)OC1=O (stereo unspecified)	4	1	3	4
2	CCN(CC(=O)Nc1ccc(NC(C)=O)cc1)C(=O)c1cccc(S(=O)(=O)N2CCc3ccccc3C2)c1	-1	-4	-11	1
3	COC/C=C/C1=CC2=CC(=O)C(C)(O)C(=O)C2=CO1 (stereo unspecified)	-5	7	-82	.
4	O=C(NCCn1cc(SCc2ccccc2)c2ccccc21)c1c(F)cccc1F	7	0	7	2
5	C[C@]12CC[C@@H]3c4ccc(O)cc4[C@@H](O)C[C@H]3[C@@H]1CC[C@@H]2O	3	-2	-10	.
6	CC(C)S(=O)(=O)N1CCN(c2ccnc3cc(Cl)ccc23)CC1	3	3	5	3
7	CCOc1ccc(N2C(=O)CC(SC(=NC)Nc3ccc4c(c3)OCO4)C2=O)cc1 (stereo unspecified)	-1	5	-4	-1
8	COc1cc(C2NC(=S)NC(O)(C(F)(F)F)C2C(=O)c2cccs2)cc(OC)c1O (stereo unspecified)	1	5	-11	1
9	CN(C)S(=O)(=O)c1cccc(NC(=O)c2ccc(S(=O)(=O)N3CCCC3)cc2)c1	-11	5	-16	3
10	O=S(=O)(/N=C(/Sc1ccccc1)c1ccccc1)c1ccccc1	-2	0	-6	0

cpd	Apaf1 inhib	A3G deaminase	SENP8 block-2	UBC13 polyUb
1	-7	-5	10	0
2	10	7	6	1
3	6	79	.	-18
4	14	-1	12	8
5	-8	-7	.	9
6	-11	-7	-36	5
7	0	-7	20	4
8	-11	1	7	-5
9	-3	-7	12	-4
10	-4	-3	21	12

Looked up one by one from above, 2 records:
cpd	molecule	SENP8 block-1	SENP7 inh	SENP6 block	SENP1 inh
8	COc1cc(C2NC(=S)NC(O)(C(F)(F)F)C2C(=O)c2cccs2)cc(OC)c1O (stereo unspecified)	1	5	-11	1
10	O=S(=O)(/N=C(/Sc1ccccc1)c1ccccc1)c1ccccc1	-2	0	-6	0

cpd	Apaf1 inhib	A3G deaminase	SENP8 block-2	UBC13 polyUb
8	-11	1	7	-5
10	-4	-3	21	12

Further results follow.
cpd	molecule	SENP8 block-1	SENP7 inh	SENP6 block	SENP1 inh
11	Cc1cccc(CSc2[nH]c(=O)ncc2C)c1	0	2	-2	2
12	Cc1ccc(S(=O)(=O)NC(C)(C)CSc2ccccn2)cc1	0	-3	-26	3
13	COc1ccc(-c2sc3ccc(-c4ccc5c(c4)OCO5)cc3c2-c2ccc(OC)nc2)cc1	2	-6	13	-1
14	COc1cccc(N2C(=O)CC(c3c[nH]c4ccccc34)C2=O)c1 (stereo unspecified)	2	3	-6	-2
15	CCCN(c1ccc(OCC)cc1)c1ncnc2nc[nH]c12	9	0	-3	4
16	COC(=O)c1onc(-c2c(OC)cc(OC)cc2OC)c1C(=O)OC	-1	-1	7	1
17	CN1CCN(CC(=O)N2c3ccccc3Sc3ccccc32)CC1	0	0	-8	1
18	CCCn1c(CCc2ccccc2)n[nH]c1=S	8	3	3	4
19	Cc1ccc(C(=O)NC(=O)CSc2ncccc2C(=O)O)cc1	2	8	-3	-1
20	CCc1nnc(NC(=O)c2ccc(S(=O)(=O)N3CCN(Cc4ccccc4)CC3)cc2)s1	-9	-10	-23	1

cpd	Apaf1 inhib	A3G deaminase	SENP8 block-2	UBC13 polyUb
11	5	0	2	3
12	13	-5	34	-6
13	9	-5	-424	17
14	2	-1	-13	2
15	4	-5	11	11
16	-2	-2	9	6
17	1	1	21	1
18	-4	29	10	3
19	-7	-8	3	2
20	9	-8	2	-1

Continuation:
cpd	molecule	SENP8 block-1	SENP7 inh	SENP6 block	SENP1 inh
21	CSc1ccccc1NC(=O)C1CC(c2c(F)cccc2Cl)=NO1 (stereo unspecified)	-7	10	10	-1
22	C#CCOCCOCCOCCNc1nc(N2CCN(C(=O)[C@H](CCCCN)n3cc(C(N)CO)nn3)CC2)nc(N2CCN(C(=O)[C@H](CCC(=O)O)n3cc(C(N)Cc4ccc(O)cc4)nn3)CC2)n1 (stereo partly specified)	-22	4	-8	.
23	CC(C)n1c(CN2CCN(Cc3ccccc3)CC2)nc2ccccc21	-9	-7	0	1
24	O=C(Cn1nnc(-c2ccccc2Cl)n1)N1CCCCC1	-3	-7	5	-1
25	COc1ccc(NC(=O)CSc2nc(=O)n(CCN3CCOCC3)c3c2CCC3)cc1	9	-2	-22	2
26	Cn1c(COc2ccc(F)cc2)nc2ccccc21	47	61*	62*	-1
27	COc1ccc(NS(=O)(=O)c2cc(NC(=O)Cn3cnc4c3c(=O)n(C)c(=O)n4C)ccc2C)cc1	2	5	-14	-3
28	CCCS(=O)(=O)c1nc(S(=O)(=O)c2ccc(C)cc2)c(N2CCC(C(N)=O)CC2)s1	-5	18	-8	-2
29	Cc1ccc(SCc2c(C(=O)N/N=C/c3ccccc3)nnn2-c2nonc2N)cc1	12	-3	3	2
30	COC(=O)c1cn(C(=O)c2ccc(Cl)cc2)c2ccccc12	-7	13	-8	4

cpd	Apaf1 inhib	A3G deaminase	SENP8 block-2	UBC13 polyUb
21	-2	-8	-4	2
22	15	-2	.	0
23	6	-7	2	-1
24	4	-1	11	-5
25	-3	-7	4	-1
26	0	2	4	2
27	-7	-7	-10	8
28	-2	-3	16	-14
29	5	-8	9	3
30	-14	-6	23	?

(continued)
cpd	molecule	SENP8 block-1	SENP7 inh	SENP6 block	SENP1 inh
31	CC(C)Sc1nc(N)c2c3c(sc2n1)CN(C)CC3	4	10	3	-67
32	COc1cccc(C(=O)OCC(=O)N2CCc3ccccc3C2)c1OC	0	0	2	1
33	COCCN(C(=O)c1ccc(OCC(C)C)cc1)c1c(N)n(Cc2ccccc2)c(=O)[nH]c1=O	1	15	-12	-1
34	CCSc1nnc(NC(=O)c2cccc(OCc3c(C)noc3C)c2)s1	-11	-15	3	-5
35	CC(=O)N1c2ccccc2C2CCCC[C@H]21 (stereo partly specified)	-2	3	-10	1
36	CCN(CC)CCCNc1oc(-c2ccc(OC)c(OC)c2)nc1C#N	6	1	-4	-2
37	Cc1ccc(S(=O)(=O)CCC(=O)NC2CCCC2)cc1	7	-1	-6	1
38	Cc1cnccc1CN(C)Cc1cn(C)nc1-c1cccc(Cl)c1	-2	8	-8	-2
39	Cc1ccc(-c2nnc(Nc3ccc4c(c3)OCO4)c3ccccc23)cc1S(N)(=O)=O	7	-2	0	3
40	c1ccc(-n2nnnc2NCCCN2CCOCC2)cc1	0	2	-12	1

cpd	Apaf1 inhib	A3G deaminase	SENP8 block-2	UBC13 polyUb
31	10	3	-428	10
32	1	-2	10	8
33	11	-4	8	-4
34	20	-3	-90	1
35	-8	0	15	2
36	-8	-5	i	13
37	-3	-4	5	4
38	-1	-12	5	9
39	6	-2	-1	-2
40	-16	-8	10	0

Other compounds follow.
cpd	molecule	SENP8 block-1	SENP7 inh	SENP6 block	SENP1 inh
41	CCCC(=O)Nc1cc(C)c(NC(=O)c2cccs2)cn1	6	5	0	1
42	COc1ccc(CCN(Cc2cc3cc(C)c(C)cc3nc2Cl)C(=O)C2CC2)cc1	-6	3	-8	0
43	O=C(Nc1cccc(Cl)c1)C1=Cc2cc(Cl)ccc2OC1	-11	-5	11	2
44	CC1=NN(c2ccccc2)C(=O)/C1=C\c1c(C)[nH]n(-c2ccccc2)c1=O	3	7	2	3
45	Cc1cc(NC(=O)c2cccc(Br)c2)n[nH]1	13	24	16	1
46	CN(C)CCCC(=O)c1ccc2c(c1)OCO2	2	4	7	-1
47	CN(Cc1cnn(C)c1)Cc1nc(C(c2ccccc2)c2ccccc2)no1	3	5	-5	-3
48	Cc1ccccc1NC(=O)CCCn1nc(C)c2c(C)n(-c3ccccc3)nc2c1=O	15	6	3	1

cpd	Apaf1 inhib	A3G deaminase	SENP8 block-2	UBC13 polyUb
41	13	12	4	-12
42	21	0	12	-9
43	12	-2	-25	2
44	23	6	42*	-58
45	10	18	11	1
46	-6	-4	13	-6
47	-6	-5	-7	2
48	-5	-8	4	0

Laid out differently: entries from further up
Value order: SENP8 block-1 | SENP7 inh | SENP6 block | SENP1 inh | Apaf1 inhib | A3G deaminase | SENP8 block-2 | UBC13 polyUb
35: CC(=O)N1c2ccccc2C2CCCC[C@H]21 (stereo partly specified)
→ -2 | 3 | -10 | 1 | -8 | 0 | 15 | 2
36: CCN(CC)CCCNc1oc(-c2ccc(OC)c(OC)c2)nc1C#N
→ 6 | 1 | -4 | -2 | -8 | -5 | i | 13
37: Cc1ccc(S(=O)(=O)CCC(=O)NC2CCCC2)cc1
→ 7 | -1 | -6 | 1 | -3 | -4 | 5 | 4
38: Cc1cnccc1CN(C)Cc1cn(C)nc1-c1cccc(Cl)c1
→ -2 | 8 | -8 | -2 | -1 | -12 | 5 | 9
39: Cc1ccc(-c2nnc(Nc3ccc4c(c3)OCO4)c3ccccc23)cc1S(N)(=O)=O
→ 7 | -2 | 0 | 3 | 6 | -2 | -1 | -2
40: c1ccc(-n2nnnc2NCCCN2CCOCC2)cc1
→ 0 | 2 | -12 | 1 | -16 | -8 | 10 | 0
41: CCCC(=O)Nc1cc(C)c(NC(=O)c2cccs2)cn1
→ 6 | 5 | 0 | 1 | 13 | 12 | 4 | -12
42: COc1ccc(CCN(Cc2cc3cc(C)c(C)cc3nc2Cl)C(=O)C2CC2)cc1
→ -6 | 3 | -8 | 0 | 21 | 0 | 12 | -9
43: O=C(Nc1cccc(Cl)c1)C1=Cc2cc(Cl)ccc2OC1
→ -11 | -5 | 11 | 2 | 12 | -2 | -25 | 2
44: CC1=NN(c2ccccc2)C(=O)/C1=C\c1c(C)[nH]n(-c2ccccc2)c1=O
→ 3 | 7 | 2 | 3 | 23 | 6 | 42* | -58
45: Cc1cc(NC(=O)c2cccc(Br)c2)n[nH]1
→ 13 | 24 | 16 | 1 | 10 | 18 | 11 | 1

Screens deposited in PubChem by Sanford-Burnham Center for Chemical Genomics.
